Screening data as filed in PubChem BioAssay.
GSK3 alpha inh: blockers of GSK3A enzyme activity – biochemical, luminescence, cell-free homogeneous, HTS, primary screen. inhibition, % at 10 µM. GSK-3 alpha kinase, ADP-Glo luminescence, 60 min. AID 2650, 2010. actives 0.1% (n = 320,000);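 in the data active = inhibition above about 50%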;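 note: GST-tagged GSK-3 alpha with peptide substrate and 25 µM ATP; 0% = DMSO neutral wells and 100% = GW8510 positive control wells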
Target sequence (P49840 whole entry, looked up): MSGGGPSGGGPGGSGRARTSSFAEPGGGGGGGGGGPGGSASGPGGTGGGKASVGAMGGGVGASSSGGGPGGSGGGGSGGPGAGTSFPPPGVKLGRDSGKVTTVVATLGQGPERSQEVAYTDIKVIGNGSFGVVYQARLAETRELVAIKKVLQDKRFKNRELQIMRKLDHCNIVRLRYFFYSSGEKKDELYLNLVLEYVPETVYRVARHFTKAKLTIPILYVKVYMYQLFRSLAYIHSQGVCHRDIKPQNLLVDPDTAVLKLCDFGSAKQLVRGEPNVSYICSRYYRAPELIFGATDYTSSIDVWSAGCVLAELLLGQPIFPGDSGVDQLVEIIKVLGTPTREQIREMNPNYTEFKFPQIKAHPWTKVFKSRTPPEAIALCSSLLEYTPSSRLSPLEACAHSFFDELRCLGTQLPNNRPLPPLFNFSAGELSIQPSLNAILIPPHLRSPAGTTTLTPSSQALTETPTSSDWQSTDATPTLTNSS
HSF1 inh: HSF1 inhibitors in luciferase reporter cells, primary screen, cell-based, NIH3T3, luminescence; NIH3T3-HGL HSE-luciferase, MG132-induced, luminescence 8 h; hits give low values; activity change, negative = inhibition, % at 7.5 µM (by protocol); actives 0.77% (n = 300,000);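 active = more than half of replicate wells show activity change below -50%, luminescence cut by over half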;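 note: luciferase reports HSF-1 transcriptional activity via heat shock element; 0% = median of DMSO wells and -100% = zero luminescence signal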
HSF1 activator: HSF-1 activators, primary screen, NIH3T3-HGL cells, MG132 stress, luminescence, single point. NIH3T3-HGL HSF-1 luciferase reporter, 8 h; 100% = twice DMSO control signal. activation, % at 9 µM. actives 1.7% (n = 300,000). AID 504408, 2011;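 active = mean replicate activation of at least 50% with a set share of replicates each reaching 50%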;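 note: 0% = median of the neutral control wells and 100% = twice that signal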
HDAC3 inhib: HDAC3 deacetylase inhibitors, primary screen, biochemical, fluorescence, cell-free homogeneous | recombinant HDAC3, fluorogenic peptide/trypsin coupled | actives 0.15% (n = 320,000) | inhibition, % at 8.3 µM; in the data active = inhibition above about 26%, passing the limit was not always enough
HSP90 inh: HSP90 inhibitors, primary screen, cell lysate, luminescence. Heat shock protein HSP 90 (rabbit reticulocyte lysate; luciferase refolding). Rabbit reticulocyte lysate, luciferase refolding luminescence, 3 h. inhibition, % at 5.6 µM. actives 0.91% (n = 290,000). AID 1789, 2009;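 active = inhibition above the screen-wide mean plus 3 SD, computed separately per campaign, cut at about 16% in these data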;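 note: 0% = DMSO wells and 100% = 60 µM geldanamycin wells; inhibitors lower the luminescence because luciferase stays unfolded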
PolyA inh: polyadenylation inhibitors in yeast reporter cells, primary screen, luminescence, S. cerevisiae | S. cerevisiae SKY197-pL101 polyadenylation reporter, beta-gal luminescence; efflux-impaired pdr1/pdr3 knockout yeast; score 100 = 6 SD above DMSO | calls only at 12 µM | actives 0.02% (n = 300,000) | AID 1875, 2009;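 active = lowest replicate activity score at least 50, where 100 means six control SD above control mean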;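 note: yeast exposed to compound for 9 h at 30 °C; higher score means more reporter readthrough which indicates perturbed polyadenylation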
Dyrk1A ADPGlo: rat Dyrk1A kinase inhibitors, primary screen, biochemical, single point, plate reader; Dual specificity tyrosine-phosphorylation-regulated kinase 1A (Rattus norvegicus), Q63470; ADP-Glo luminescence, NFATc1 peptide; inhibition, % at 12.5 µM; actives 0.43% (n = 310,000); AID 504441, 2011; in the data active = inhibition above about 50%;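 note: plate controls were vehicle with enzyme for no effect and no enzyme for full effect; many of its hits are not listed in these tables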
GSK3beta inhib: human GSK3beta kinase inhibitors, primary screen, biochemical, cell-free homogeneous, HTS. Glycogen synthase kinase-3 beta (Homo sapiens), P49841. GST-GSK3beta kinase, ADP-Glo luminescence, 60 min; hits give low values. activity score (negative = inhibition), % at 10 µM. actives 0.038% (n = 300,000). AID 2097, 2009;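 active = more than half of replicate wells score below -50%, meaning over 50% inhibition versus plate controls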;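 note: 0% = median DMSO wells and -100% = median GW8510 positive control wells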
Target sequence (P49841 whole entry, looked up): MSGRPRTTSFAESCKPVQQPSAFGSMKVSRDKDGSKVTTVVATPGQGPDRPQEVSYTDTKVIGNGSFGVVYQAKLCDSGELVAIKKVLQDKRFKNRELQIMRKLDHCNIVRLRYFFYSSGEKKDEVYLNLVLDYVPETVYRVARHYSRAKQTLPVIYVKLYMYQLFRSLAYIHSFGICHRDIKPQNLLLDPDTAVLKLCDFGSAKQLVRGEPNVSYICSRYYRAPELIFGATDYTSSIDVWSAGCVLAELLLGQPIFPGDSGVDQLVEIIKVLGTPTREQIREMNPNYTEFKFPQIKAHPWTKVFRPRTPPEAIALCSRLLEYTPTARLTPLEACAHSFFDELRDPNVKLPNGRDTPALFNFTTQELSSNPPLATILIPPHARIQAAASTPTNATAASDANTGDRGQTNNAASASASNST
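Test system: GST-tagged human GSK3beta kinase, cell-free; evaluation: activity score scaled between in-plate DMSO and GW8510 controls; measured by: ADP-Glo luminescence; incubation: 60 min reaction, RT; benchmarks: DMSO and 20 µM GW8510; reagent: peptide substrate plus 25 µM ATP (final); medium: Tris/MgCl2 kinase buffer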
Platelet DG rel: inhibitors of platelet dense granule secretion, primary screen, cell-based, MLPCN, human platelets; human platelet-rich plasma, SFLLRN dense granule ATP release, luminescence; inhibition, %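 (compounds screened at 7.5 µM in platelet-rich plasma)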; actives 0.22% (n = 300,000);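 active = mean replicate score, as percent of positive control, at or above 50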
AI-2 QS mod: Vibrio harveyi AI-2 quorum sensing modulators, primary screen, JMH597 strain, luminescence/OD600 ratio; Vibrio harveyi JMH597 AI-2 luminescence/OD600 ratio, 9 h; hits give low values; strain lacks LuxN and CqsS sensors; 0 = neutral-control median; actives 0.4% (n = 300,000); activity change, % at 7.5 µM; in the data active = activity change below about -75%, passing the limit was not always enough;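 note: luminescence divided by OD600 gain over 9 h not by final OD600 alone; inactives centre near 13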
* hit, by the source's call; i = inactive; x = not tested or not shown.

entry	GSK3 alpha inh	HSF1 inh	HSF1 activator	HDAC3 inhib	HSP90 inh	PolyA inh	Dyrk1A ADPGlo	GSK3beta inhib	Platelet DG rel	AI-2 QS mod	compound
1	-4	-2	-5	2	4	i	4	1	2	28	COc1ccc(C2/C(=C(/O)c3ccccc3)C(=O)C(=O)N2C)cc1 (stereo not given)
2	0	5	-3	-1	0	i	1	-6	-5	-13	Cc1ccc(C(=O)NCc2ccco2)cc1[N+](=O)[O-]
3	-4	7	15	2	2	i	-2	-8	0	11	Cc1cccc(N2CCN(C(=O)c3cc4cc(F)ccc4[nH]3)CC2)c1C
4	-4	0	-10	4	-1	i	3	-2	-10	8	Cc1cc2cc3c(cc2nc1SCC(=O)N1CCOCC1)OCO3
5	-1	9	36	6	-2	x	-2	2	-18	16	Cn1ccnc1SCC(=O)c1ccc(OC(F)F)cc1
6	3	5	-5	-4	-2	i	0	-3	-6	45	O=C(NCc1ccc(Cl)cc1Cl)C1CCN(S(=O)(=O)c2ccc3c(c2)OCCCO3)CC1
7	0	-75*	-76	-4	24*	i	1	0	3	7	Cc1ccc(C(=O)CN2C(=O)c3ccccc3S2(=O)=O)cc1
8	-2	-2	-5	2	2	i	1	-1	2	26	CCC(C)(C)NC(=O)CN(C(=O)c1csnn1)c1cccc2c1CCCC2
9	-25	-15	-35	-4	0	i	-2	1	0	25	C=CCn1c(NCc2ccc(N(C)C)cc2)nc2ccccc21
10	2	16	14	7	2	i	-7	1	0	-5	O=c1[nH]c2cc3c(cc2cc1CN(Cc1nnnn1C1CCCC1)C1CCCC1)OCCO3
11	0	-1	-15	-2	1	i	7	-1	-1	21	O=C(c1ccco1)N1CCN(c2cc(=O)n(C3CCCCC3)c(=O)[nH]2)CC1
12	0	11	13	7	x	i	x	4	-5	-1	Cc1csc(NC(=O)c2cccnc2Cl)n1
13	-1	0	-6	1	3	i	3	2	2	-55	O=C(NNc1nccc(C(F)(F)F)n1)Nc1cccc(Cl)c1
14	-1	-8	3	-5	0	i	-3	0	1	4	CCOC(=O)CN1C(=O)C(C)(C)Oc2ccc(C(=O)NC(C)(C)CC)cc21
15	1	-9	-3	1	-4	i	-6	-2	-7	-2	COc1ccc(NS(=O)(=O)c2ccc(NC(=O)c3ccc(CN4CCOCC4)cc3)cc2)cc1
16	1	6	4	-5	-7	i	2	-1	3	21	CCOc1ccc(Nc2nc(Nc3ccc(O)cc3)nc(C)c2[N+](=O)[O-])cc1
17	-1	-2	-12	0	x	i	8	1	0	0	CCN1C(=O)[C@@H]2[C@@H](c3ccc(-c4ccc(C(C)=O)cc4)cc3)N3CCC[C@@]3(C(=O)OC)[C@@H]2C1=O
18	-1	-4	2	0	2	i	-7	-1	-1	-2	COc1ccc(NC(=O)COC(=O)CCc2cc(OC)c(OC)c(OC)c2)c([N+](=O)[O-])c1
19	-5	2	-4	-3	1	i	-6	1	4	1	CNS(=O)(=O)c1ccc(N=Cc2c(C)[nH]n(-c3ccc(C)cc3C)c2=O)cc1
20	-1	-1	6	-2	x	i	9	-1	-4	21	CC(=O)Nc1ccc(S(=O)(=O)N2c3ccc(F)cc3CCC2C)cc1 (stereo not given)

Next part:
entry	GSK3 alpha inh	HSF1 inh	HSF1 activator	HDAC3 inhib	HSP90 inh	PolyA inh	Dyrk1A ADPGlo	GSK3beta inhib	Platelet DG rel	AI-2 QS mod	compound
21	-2	2	-5	-1	8	i	1	0	-5	7	COc1cc2[nH]c(Cl)c([N+](=O)[O-])c2cc1OC
22	3	-4	9	-1	1	i	-3	4	9	11	O=C(c1ccco1)N(c1ccccn1)c1ccccn1
23	1	2	11	-4	-2	i	1	0	-9	16	c1ccc(N2CCN(c3nc4ccccc4n4cnnc34)CC2)cc1
24	-1	1	-3	-4	4	i	-1	-2	-1	14	Cc1ccc(C)c(NC(=S)N(C)CCO)c1
25	-1	-6	6	-1	0	i	4	-1	5	29	CN1C(=O)c2ccccc2C(C(=O)NCC2CCCO2)C1c1c[nH]c2ccccc12 (stereo not given)
26	0	4	5	-15	11	i	x	-6	0	-9	O=C1C(C2=NC(c3ccccn3)C3C(=O)N(c4ccc(OC(F)(F)F)cc4)C(=O)C23)=C(O)c2ccccc21 (stereo not given)
27	-3	-3	1	12	8	i	3	2	2	19	Fc1ccc(-c2cc(C(F)(F)F)nc(NCC3CCCO3)n2)cc1 (stereo not given)
28	0	-5	5	-1	-2	i	x	5	-1	27	C/C(=N\Nc1ccc2nncn2n1)c1ccc(Cl)s1
29	0	-4	20	0	1	i	x	-3	-4	5	CCCc1n[nH]c(=O)c2c1nnn2Cc1ccccc1F
30	-1	16	62*	-2	4	i	-2	8	-7	2	COc1ccc(OC)c(NC(=O)CNC(c2ccccc2)c2ccccc2)c1
31	-3	3	6	2	0	i	3	5	10	16	O=C1N(CC(=O)N2CCc3ccccc32)CCN1Cc1ccccc1Cl
32	0	6	21	-3	2	i	-2	5	-2	12	CCCOCC1CC2(SC(=Nc3ccc(C)cc3)NC2=O)C(=O)O1 (stereo not given)
33	2	-2	16	2	-5	i	5	0	3	22	COc1ccc(Nc2nc(NCCN3CCOCC3)nc(Nc3ccc(OC)cc3)n2)cc1
34	-1	-2	0	7	-2	i	-4	0	6	17	CC(C)CCNC(=O)c1cc([N+](=O)[O-])ccc1N1CCOCC1
35	-3	-2	0	-1	0	i	-5	3	0	8	COc1cccc(CNC(=O)CC2C(=O)NCCN2Cc2ccoc2)c1OC (stereo not given)
36	x	-4	1	-6	-1	i	12	1	-6	39	COc1ccc2c(C)cc(SCC(=O)Nc3nsc(-c4ccc(C)cc4)n3)nc2c1
37	-2	-1	10	-11	6	i	-5	2	2	17	CCO[C@@H]1OC(C(=O)Nc2ccccc2)=C[C@H](c2ccc3c(c2)OCO3)[C@H]1CCCO
38	-1	-1	-18	-1	3	i	x	3	-3	16	CCOC(=O)c1sc(S(C)(=O)=O)c2c1CC(C)(C)C/C2=N/O
39	0	-7	3	-1	1	x	3	2	-1	24	Cc1cc(C)c2cc(C=O)c(Cl)nc2c1
40	-1	-2	9	x	-1	i	-8	-3	8	-4	CS(=O)(=O)N(CC(=O)Nc1ccc2c(c1)OCO2)c1ccccc1

A draw from above in order of SMILES length, largest number first:
entry	GSK3 alpha inh	HSF1 inh	HSF1 activator	HDAC3 inhib	HSP90 inh	PolyA inh	Dyrk1A ADPGlo	GSK3beta inhib	Platelet DG rel	AI-2 QS mod	compound
26	0	4	5	-15	11	i	x	-6	0	-9	O=C1C(C2=NC(c3ccccn3)C3C(=O)N(c4ccc(OC(F)(F)F)cc4)C(=O)C23)=C(O)c2ccccc21 (stereo not given)
25	-1	-6	6	-1	0	i	4	-1	5	29	CN1C(=O)c2ccccc2C(C(=O)NCC2CCCO2)C1c1c[nH]c2ccccc12 (stereo not given)
36	x	-4	1	-6	-1	i	12	1	-6	39	COc1ccc2c(C)cc(SCC(=O)Nc3nsc(-c4ccc(C)cc4)n3)nc2c1
33	2	-2	16	2	-5	i	5	0	3	22	COc1ccc(Nc2nc(NCCN3CCOCC3)nc(Nc3ccc(OC)cc3)n2)cc1
38	-1	-1	-18	-1	3	i	x	3	-3	16	CCOC(=O)c1sc(S(C)(=O)=O)c2c1CC(C)(C)C/C2=N/O
40	-1	-2	9	x	-1	i	-8	-3	8	-4	CS(=O)(=O)N(CC(=O)Nc1ccc2c(c1)OCO2)c1ccccc1
35	-3	-2	0	-1	0	i	-5	3	0	8	COc1cccc(CNC(=O)CC2C(=O)NCCN2Cc2ccoc2)c1OC (stereo not given)
27	-3	-3	1	12	8	i	3	2	2	19	Fc1ccc(-c2cc(C(F)(F)F)nc(NCC3CCCO3)n2)cc1 (stereo not given)
23	1	2	11	-4	-2	i	1	0	-9	16	c1ccc(N2CCN(c3nc4ccccc4n4cnnc34)CC2)cc1
21	-2	2	-5	-1	8	i	1	0	-5	7	COc1cc2[nH]c(Cl)c([N+](=O)[O-])c2cc1OC
29	0	-4	20	0	1	i	x	-3	-4	5	CCCc1n[nH]c(=O)c2c1nnn2Cc1ccccc1F
22	3	-4	9	-1	1	i	-3	4	9	11	O=C(c1ccco1)N(c1ccccn1)c1ccccn1
39	0	-7	3	-1	1	x	3	2	-1	24	Cc1cc(C)c2cc(C=O)c(Cl)nc2c1

(cont.)
entry	GSK3 alpha inh	HSF1 inh	HSF1 activator	HDAC3 inhib	HSP90 inh	PolyA inh	Dyrk1A ADPGlo	GSK3beta inhib	Platelet DG rel	AI-2 QS mod	compound
41	-4	16	37	9	-1	i	1	3	7	4	NCCOc1ccccc1-c1ccccc1
42	3	11	24	0	2	i	-3	-2	6	15	COc1cc(CNC2CCCC2)c(Br)cc1OC1CCCC1
43	1	5	6	-2	3	i	0	4	0	18	Cc1ccc(NC(=O)N/C=C/c2ccco2)cc1
44	-2	-60*	-69	-7	-6	i	-2	-4	1	9	Cc1nnc(-c2cnn(-c3ccccc3)c2N)n1Cc1cccc(C(F)(F)F)c1
45	0	-8	12	4	1	i	0	-6	-4	37	O=C1C2C3C=CC(CC3)C2C(=O)N1c1ccc2c(c1)OCO2 (stereo not given)
46	2	-5	6	-2	2	i	-3	-2	2	15	O=C(NC1CCCCCC1)c1c(F)c(F)c(F)c(F)c1F
47	0	0	0	2	-2	i	2	3	2	16	CCOc1ccc(C2C(C(=O)Nc3ccc(F)cc3)=C(C)Nc3nc(CCCO)nn32)cc1 (stereo not given)
48	0	1	4	-1	-3	i	-1	x	6	x	CCOC(=O)C1=C(C)NC(=S)NC1c1ccc(OCC(=O)N2CCCCCC2)c(OC)c1 (stereo not given)

Some of the compounds tested; rates above refer to the full screens.
